Anthrax LF prot – Bacillus anthracis LF protease inhibitors, primary screen, biochemical, multiplex microsphere, MLPCN library. multiplex microsphere protease cleavage assay. inhibition, % at 10 µM. 360,000 tested, 0.12% active; note: plate controls were buffer without enzyme for full effect and enzyme alone for no effect
BoNT A protease – BoNT/A light chain protease inhibitors, primary screen, biochemical, flow cytometry, MLPCN library | Botulinum neurotoxin type A light chain protease (Clostridium botulinum A str. ATCC 3502) | multiplex microsphere protease substrate cleavage | inhibition, % at 10 µM | 360,000 tested, 0.17% active; note: plate controls were buffer without enzyme for full effect and enzyme alone for no effect
VHR inh abs – VHR1 phosphatase inhibitors, primary screen, biochemical, absorbance, uHTS | AID 1654, 2009 | 290,000 tested, 0.52% active | recombinant VHR phosphatase, pNPP absorbance | inhibition, % at 13.3 µM; in the data active = inhibition above about 50%; note: some compounds called inactive have numbers as strong as hits
PriA SSB inh – inhibitors of Klebsiella pneumoniae PriA binding to SSB C-terminal tail, primary screen, biochemical, AlphaScreen. PriA–SSB C-terminal tail interaction (Klebsiella pneumoniae). AlphaScreen SSBct-PriA binding, biotinylated peptide. inhibition, % at 33 µM. 430,000 tested, 0.6% active. AID 1272365, 2023; in the data active = inhibition mostly above about 37%, no sharp cut-off; inactive = mostly below about 20%;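 note: plate controls were negative control peptide for no effect and reference peptide for full effect; strong numbers were not always called active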
TcdB inh – TcdB glycohydrolase inhibitors, primary screen, biochemical, single point, plate reader. Toxin B (Clostridioides difficile), P18177. TcdB glycohydrolase enzymatic assay. inhibition, % at 9.99 µM. 350,000 tested, 0.24% active. AID 652162, 2013; in the data active = inhibition above about 10%
Yp Topo-I inh – Yersinia pestis topoisomerase I inhibitors, primary screen, biochemical, cleavage product accumulation, plate reader, single point | activity, % at 10 µM | Y. pestis Topo-I cleavage product accumulation | 360,000 tested, 0.064% active | DNA topoisomerase I (Yersinia pestis CO92); in the data active = activity above about 50%, passing the limit was not always enough; note: inactives centre near 2
BH1578 lux ind – inducers of Vibrio cholerae quorum light production without autoinducers, primary screen, BH1578 luxS cqsA deficient, single point. V. cholerae BH1578 lux reporter, luminescence, 6 h. activation, % at 18.7 µM. 350,000 tested, 0.16% active; in the data active = activation mostly above about 9.7%, no sharp cut-off; note: not every result past the cut was called active; inactives centre near 0; reference of the scale not given here
SARS 3CLpro inh – SARS-CoV 3CLpro protease inhibitors, primary screen, biochemical, quenched FRET; Replicase polyprotein 1ab (Severe acute respiratory syndrome coronavirus), P0C6X7; recombinant SARS-CoV 3CLpro, quenched FRET peptide cleavage; inhibition, % at 6 µM; 290,000 tested, 0.14% active; in the data active = inhibition above about 12%
PfHsp40 yeast – rescue of yeast from PfHsp40 toxicity, primary screen, S. cerevisiae, ATP luminescence; S. cerevisiae expressing PfHsp40, growth rescue; growth rescue, % at 12.5 µM; 340,000 tested, 0.68% active; in the data active = growth rescue above about 28%, passing the limit was not always enough;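 note: yeast W303a lacking pdr1 and pdr3 grown in galactose medium; growth measured after three days at 30 °C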
CCHF vOTU inh – CCHFV vOTU protease inhibitors, primary screen, biochemical, Pep-AMC substrate, fluorescence. 370,000 tested, 0.55% active. Crimean-Congo hemorrhagic fever virus L polyprotein viral ovarian tumor (vOTU) protease …. AID 651958, 2012. inhibition, % at 11.5 µM; in the data active = inhibition above about 30%; note: 0% = vehicle wells with enzyme and 100% = no enzyme wells
An asterisk follows results filed as active; i = inactive; x = no result given; & = joins results of further samples. Cut-off read from the data, not from the text of the source, unless noted: active = inhibition above about 30%; inconclusive = no clear call, values can overlap the other calls; inactive = below that. A portion of the library (hit frequency here may not be typical).

SMILES | Anthrax LF prot | BoNT A protease | VHR inh abs | PriA SSB inh | TcdB inh | Yp Topo-I inh | BH1578 lux ind | SARS 3CLpro inh | PfHsp40 yeast | CCHF vOTU inh
CCOCCCN(C)C1CCN(C(=O)c2oc3ccccc3c2NC(=O)COc2ccc(F)cc2)CC1 | 1 | -2.0 | 18 | 0 | 3.2 | 21 | i | 4 | -1.8 | 15
COc1ccc(-c2nc3n(c(=O)c2C#N)CCS3)cc1 | -4 | -0.6 | 16 | -10 | 2.9 | 0 | i | 5 | -0.9 | 8
COC(=O)C(Cc1ccccc1)NC(=O)c1ccc(NS(=O)(=O)c2ccc3[nH]c(=O)[nH]c3c2)cc1 (configuration not stated) | 2 | 0.2 | x | -2 | 0.4 | -7 | -1.6 | x | -1.9 | 7
COC(=O)Sc1nc(N2CCOCC2)c2c(c1C#N)CC(C)(C)OC2 | -4 | 0.2 | -2 | -13 | x | -10 | i | 2 | 0.4 | 11
CN1C(=O)SC(Nc2cccc3ccccc23)C1=O (configuration not stated) | 7 | -0.3 | 13 | -18 | x | -2 | -1.4 | -2 | 1.3 | 1
CCOC(=O)c1c(-c2ccc(C)o2)csc1NC(=O)CN(C)CC(=O)Nc1ccc(C)cc1 | -4 | 1.0 | 31 | -5 | x | 23 | -6.6 | 6 | 0.9 | 4
Cn1c(=O)c2cn(-c3ccccc3)cc2n(C)c1=O | -2 | -0.6 | 21 | -13 | x | 1 | -1.0 | -4 | 0.6 | 4
Cc1nc2c(C(=O)NCCc3ccccc3Cl)c[nH]n2c(=O)c1Cl | -6 | -0.4 | -11 | -7 | x | 16 | -0.1 | 8 | 5.0 | 0
COc1ccc(NC(=O)C2CCCN2C(=O)Nc2cccc(F)c2)cc1 (configuration not stated) | -3 | 0.5 | 21 | 5 | -0.1 | -1 | -0.5 | 3 | -0.4 | -4
CN(C)C(=O)CN(C)S(=O)(=O)c1ccc(Cl)cc1 | 0 | -0.8 | -4 | 0 | x | -1 | -0.3 | 2 | 1.3 | -10
C/C(=N\NC(=O)Cc1ccc(Cl)cc1)c1cccnc1 | -5 | 2.8 | 1 | x | 1.6 | 11 | i | -2 | 0.1 | 10
CCOc1ccc(C(C(=O)NC2CCCCC2)N(C(=O)Cc2cccs2)c2ccc(-n3cnnn3)c(OC)c2)cc1 (configuration not stated) | 0 | -0.2 | -5 | 1 | x | -8 | -0.5 | 3 | -1.9 | 5
CCn1c(C)c(C(C)=O)c(N2CCCCC2)nc1=S | 16 | 14 | -2 | 10 | x | -1 | -0.6 | 5 | -0.3 | 14
COc1ccc(CNC(=O)C(C)N2C(=O)NC(c3ccccc3)(c3ccccc3)C2=O)cc1 (configuration not stated) | -1 | 0.7 | x | -5 | -0.3 | 14 | i | x | 0.4 | 0
CC(=O)Oc1ccc(C(=O)Nc2cccc(C(=O)c3ccc(C)c(C)c3)c2)cc1 | -2 | 0.1 | x | 2 | 2.3 | -1 | -0.3 | x | 0.8 | 15
C=CCn1c(=S)sc2c(=O)[nH]cnc21 | 53* | -1.3 | 10 | -1 | -1.1 | -1 | 0.5 | -5 | x | 2
COc1ccc(CCNC(=O)c2cccc(S(=O)(=O)N3CCCCCC3)c2)cc1 | 1 | -0.4 | x | 2 | -5.1 | 24 | 0.0 | x | 0.3 | 9
O=C(NCc1cccnc1)c1csc([C@H]2C[C@H](O)[C@@H](CO)O2)n1 | -1 | 0.1 | x | x | 0.9 | 1 | i | x | x | 0
O=C(CCCC(=O)OCC(=O)c1cccs1)Nc1ccc(Oc2ccccc2)cc1 | -3 | -0.3 | 13 | -10 | x | 32 | -0.3 | 1 | 0.5 | 13
CC(C)CN(C(=O)CC1CCCC1)c1c(N)n(Cc2ccccc2)c(=O)[nH]c1=O | -2 | -0.3 | x | -3 | 0.7 | 2 | -5.7 | x | -1.1 | -5
NCC(O)COCCC12CC3CC(CC(C3)C1)C2 (configuration not stated) | 1 | 0.9 | -6 | 5 | x | 8 | -0.2 | -2 | -1.4 | 3
COC(=O)[C@H](CCSC)NC(=O)Nc1cccc(C)c1C | x | x | 9 | -4 | 0.4 | -7 | 1.6 | 6 | 0.0 | -3
O=C(O)c1cnc(N2CCOCC2)nc1 | 6 | 1.5 | 5 | 0 | 0.3 | -7 | -0.2 | 1 | -0.1 | 0
CN(C)c1ccc(/C(=N\O)C(F)(F)F)cc1 | -2 | 0.8 | 4 | x | 0.9 | 8 | -4.2 | -2 | -0.3 | -12
Cc1cccc(OCC(=O)NCC(=O)N/N=C/c2cccnc2)c1 | -4 | -0.4 | 4 | i | 0.4 | 2 | -0.4 | 0 | 0.8 | -13

Other results follow:
SMILES | Anthrax LF prot | BoNT A protease | VHR inh abs | PriA SSB inh | TcdB inh | Yp Topo-I inh | BH1578 lux ind | SARS 3CLpro inh | PfHsp40 yeast | CCHF vOTU inh
Cn1ccnc1SCCC#N | 2 | 0.3 | 11 | -22 | x | -2 | i | -7 | 0.9 | -1
NNC(=O)c1csc(COc2cc(Cl)cc(Cl)c2)n1 | x | x | -5 | -1 | -0.4 | -1 | -0.4 | -19 | 0.4 | -9
CCC(=O)N1CCc2cc(S(=O)(=O)NC(C(=O)NCc3ccccc3)C(C)C)ccc21 (configuration not stated) | 6 | 0.7 | -2 | -14 | x | 2 | -0.3 | 1 | 2.3 | -7
COc1ccccc1NC(=O)CC1COc2ccccc2O1 (configuration not stated) | 1 | 0.3 | 39 | -11 | x | -3 | -3.4 | 4 | -0.1 | 4
Cc1noc(C)c1C(=O)Nc1cccc(S(=O)(=O)N2CCCCC2)c1 | 0 | -0.4 | x | 2 | 1.1 | -4 | i | x | 0.6 | 7
C[C@H](NC(=O)c1nc[nH]c1C(=O)NCc1ccc(CNC(=O)OC(C)(C)C)cc1)c1ccccc1 | 0 | 0.3 | x | 12 | 0.1 | 14 | 0.3 | x | 2.0 | 29
CCN(CCO)C(=O)C12CCC(C)(C(=O)C1)C2(C)C (configuration not stated) | -4 | -0.9 | 7 | -10 | x | 2 | -0.4 | -10 | 1.3 | 0
Cc1cc(C)c(S(=O)(=O)N2CCCC2CNC(=O)c2ccc3c(c2)OCO3)c(C)c1 (configuration not stated) | -3 | 1.3 | x | -3 | 3.6 | 40 | i | x | 0.6 | 1
C[C@H](CO)N1C[C@H](C)[C@@H](CN(C)C(=O)c2ccncc2)OCc2cnnn2CCCC1=O | -4 | 0.2 | x | x | -0.1&-7.9&0.7 | 2 | -0.5 | x | x | -11
CCCCNC(=O)[C@@H]1CC=C[C@@H]2CCN(C3CC3)C(=O)[C@@H]21 | -4 | -0.1 | x | -2 | 0.6 | 2 | i | x | -0.3 | -5
CCc1ccc(NC(=O)C(CC)c2ccccc2)cc1 (configuration not stated) | -1 | -1.1 | -4 | -3 | 0.3 | 8 | -0.2 | 1 | -0.2 | -4
Cc1c(C(=O)N2CCOCC2)c(S(=O)(=O)Nc2cccc(C#N)c2)c(C)n1C | 12 | 10 | 9 | -1 | 1.4 | 3 | -0.2 | -3 | -0.3 | 7
Cc1cc(C)nc(NC(=O)Cc2ccc(Br)cc2)n1 | -7 | -1.8 | 8 | 1 | 1.5 | -5 | i | 2 | -0.2 | 6
CC(=O)Nc1nc(C)nc(C)c1C(C)=O | 0 | 0.6 | -2 | -8 | x | -6 | 7.3 | 2 | 3.4 | 7
O=c1[nH]c(CN2CCOCC2)nc2ccccc12 | 0 | -0.3 | 13 | 3 | -0.3 | 1 | -0.3 | 3 | 0.3 | 10
COc1cc(NC(=O)c2cccnc2Sc2ccc(Cl)cc2)cc(OC)c1OC | 1 | -0.3 | -2 | -5 | 0.7 | -6 | 3.4 | -5 | 1.5 | 10
COc1ccc(C(=O)COc2ccc(F)cc2)c(O)c1C | -2 | 0.0 | 17 | -13 | x | 2 | -0.3 | -1 | -0.8 | x
Cc1nn(-c2ccccc2)c(N)c1N=Nc1cccnc1 | 2 | -0.7 | 6 | 8&27 | 1.9 | 1 | i | -1 | -0.1 | 24
COc1ccc(Cl)cc1S(=O)(=O)NC(C)c1cnn(-c2ccccn2)c1C (configuration not stated) | -1 | -0.2 | x | x | 0.7 | 4 | i | x | x | -7
CC(=O)c1sc(NC(=O)c2oc3ccc(F)cc3c2C)nc1C | -7 | 0.3 | x | 9 | 1.2 | 7 | -0.3 | x | 0.6 | 13
C[C@@H]1CCCCO[C@H](CN(C)C(=O)Nc2ccccc2)[C@@H](C)CN([C@H](C)CO)C(=O)c2cc(NS(=O)(=O)c3cn(C)cn3)ccc2O1 | -6 | -0.4 | x | x | 1.4&1.1 | -5 | -0.2 | x | x | 13
O=C(COC(=O)CCc1nc2ccccc2c(=O)[nH]1)Nc1ccc2c(c1)OCO2 | -3 | 0.7 | 4 | -14 | 0.8 | 2 | -0.2 | -4 | -1.5 | -6
Nc1ncc2c(n1)-c1ccccc1CC2 | -3 | 1.1 | 17 | 14 | 0.3 | 6 | i | -1 | 0.9 | -46
CNC(=O)c1ccc(Nc2nnc(-c3ccc(C)c(S(N)(=O)=O)c3)c3ccccc23)cc1 | -3 | -1.7 | 14 | -1 | 0.6 | 3 | i | -7 | -2.3 | 4
NS(=O)(=O)c1ccc(NC(=O)c2ccc(F)cc2F)c(NC(=O)c2ccc(F)cc2F)c1 | -12 | -1.7 | -35 | 2 | 0.1 | -7 | 6.2 | 1 | -0.5 | 10
O=C(CNC(=O)c1ccccc1Cl)Nc1ccc(F)cc1 | -1 | -0.4 | 18 | 0 | x | -2 | -0.1 | 0 | -0.4 | -23

Molecules shown so far that contain a Cl atom, in the order listed:
SMILES | Anthrax LF prot | BoNT A protease | VHR inh abs | PriA SSB inh | TcdB inh | Yp Topo-I inh | BH1578 lux ind | SARS 3CLpro inh | PfHsp40 yeast | CCHF vOTU inh
Cc1nc2c(C(=O)NCCc3ccccc3Cl)c[nH]n2c(=O)c1Cl | -6 | -0.4 | -11 | -7 | x | 16 | -0.1 | 8 | 5.0 | 0
CN(C)C(=O)CN(C)S(=O)(=O)c1ccc(Cl)cc1 | 0 | -0.8 | -4 | 0 | x | -1 | -0.3 | 2 | 1.3 | -10
C/C(=N\NC(=O)Cc1ccc(Cl)cc1)c1cccnc1 | -5 | 2.8 | 1 | x | 1.6 | 11 | i | -2 | 0.1 | 10
NNC(=O)c1csc(COc2cc(Cl)cc(Cl)c2)n1 | x | x | -5 | -1 | -0.4 | -1 | -0.4 | -19 | 0.4 | -9
COc1cc(NC(=O)c2cccnc2Sc2ccc(Cl)cc2)cc(OC)c1OC | 1 | -0.3 | -2 | -5 | 0.7 | -6 | 3.4 | -5 | 1.5 | 10
COc1ccc(Cl)cc1S(=O)(=O)NC(C)c1cnn(-c2ccccn2)c1C (configuration not stated) | -1 | -0.2 | x | x | 0.7 | 4 | i | x | x | -7
O=C(CNC(=O)c1ccccc1Cl)Nc1ccc(F)cc1 | -1 | -0.4 | 18 | 0 | x | -2 | -0.1 | 0 | -0.4 | -23
